Compound activity deposited in PubChem by several laboratories.
Vc quorum ag: induces V. cholerae light production without autoinducers; V. cholerae BH1578 lux reporter, luminescence, 6 h; activation, % at 18.7 µM; 0.16% of 350,000 active; AID 588436; in the data active = activation mostly above about 9.7%, no sharp cut-off; note: not every result past the cut was called active; inactives centre near 0; reference of the scale not given here
VHR inh abs: blocks human VHR1 dual specificity phosphatase; P51452; recombinant VHR phosphatase, pNPP absorbance; inhibition, % at 13.3 µM; 0.52% of 290,000 active; AID 1654; in the data active = inhibition above about 50%; note: some compounds called inactive have numbers as strong as hits
Target sequence (P51452 whole entry, looked up): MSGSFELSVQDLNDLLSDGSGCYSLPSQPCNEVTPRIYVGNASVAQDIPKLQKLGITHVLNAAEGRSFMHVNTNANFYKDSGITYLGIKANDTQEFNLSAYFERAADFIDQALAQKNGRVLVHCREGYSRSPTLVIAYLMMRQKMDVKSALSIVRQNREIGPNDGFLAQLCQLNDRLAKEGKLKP
TcdB inh: blocks C. difficile toxin B glycohydrolase activity | TcdB glycohydrolase enzymatic assay, plate reader | inhibition, % at 9.99 µM | 0.24% of 350,000 active; in the data active = inhibition above about 10%
MazF activator: MazEF (E. coli) toxin RNase activation. P0AE70. FAM/BHQ RNA-DNA oligo cleavage fluorescence, 5 h. activation, % at 20 µM. 0.32% of 350,000 active; in the data active = activation above about 50%
Target sequence (P0AE70 whole entry, looked up): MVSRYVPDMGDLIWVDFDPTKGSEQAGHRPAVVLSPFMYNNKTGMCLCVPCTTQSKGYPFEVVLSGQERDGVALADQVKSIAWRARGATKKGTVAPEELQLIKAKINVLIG
PrPC surface inh: reduces human prion protein on the cell surface. P04156. cell surface PrPC, TR-FRET read-out. inhibition, % at 13.8 µM. 0.43% of 370,000 active; in the data active = inhibition above about 24%; note: 0% = median of the test wells and 100% = reference compound wells
3CLpro inhibitor: SARS-CoV 3CLpro protease inhibition; P0C6X7; recombinant SARS-CoV 3CLpro, quenched FRET peptide cleavage; inhibition, % at 6 µM; 0.14% of 290,000 active; in the data active = inhibition above about 12%
Rv3671c inh: Rv3671c (M. tuberculosis) protease inhibition; P9WHR9; inhibition, % at 5.96 µM; 0.048% of 320,000 active; AID 2606; in the data active = inhibition above about 38%;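 note: extracellular domain of Rv3671c used as enzyme; 0% = enzyme with DMSO and 100% = no enzyme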
Target sequence (P9WHR9 whole entry, looked up, the tested form may be a part): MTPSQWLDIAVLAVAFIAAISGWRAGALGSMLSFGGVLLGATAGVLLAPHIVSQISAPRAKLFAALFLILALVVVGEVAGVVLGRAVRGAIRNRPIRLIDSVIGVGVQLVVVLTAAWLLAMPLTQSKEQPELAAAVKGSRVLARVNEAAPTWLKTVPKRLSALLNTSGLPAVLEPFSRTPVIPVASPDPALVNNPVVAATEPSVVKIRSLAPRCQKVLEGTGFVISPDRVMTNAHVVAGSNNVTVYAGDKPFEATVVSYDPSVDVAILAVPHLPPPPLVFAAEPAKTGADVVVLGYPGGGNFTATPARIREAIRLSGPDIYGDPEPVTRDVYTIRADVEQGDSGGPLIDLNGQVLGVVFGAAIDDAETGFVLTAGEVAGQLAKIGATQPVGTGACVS
CCHF vOTU inh: blocks the CCHF virus ovarian tumor domain protease; AID 651958; CCHFV vOTU protease, Pep-AMC fluorescence; inhibition, % at 11.5 µM; 0.55% of 370,000 active; in the data active = inhibition above about 30%; note: 0% = vehicle wells with enzyme and 100% = no enzyme wells
SSB-PriA inh: blocks PriA binding to SSB C-terminal tail. AlphaScreen SSBct-PriA binding, biotinylated peptide. inhibition, % at 33 µM. 0.6% of 430,000 active. AID 1272365; in the data active = inhibition mostly above about 37%, no sharp cut-off; inactive = mostly below about 20%;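 note: plate controls were negative control peptide for no effect and reference peptide for full effect; strong numbers were not always called active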
Yp Topo-I inh: inhibitors of Yersinia pestis topoisomerase I; Y. pestis Topo-I cleavage product accumulation, plate reader; activity, % at 10 µM; 0.064% of 360,000 active; AID 504884; in the data active = activity above about 50%, passing the limit was not always enough; note: inactives centre near 2
The depositor's hits bear a star; i = inactive; nt = not tested or not shown; & = joins results of further samples. Some of the compounds tested (hit frequency here may not be typical).

Each structure is followed by: Vc quorum ag	VHR inh abs	TcdB inh	MazF activator	PrPC surface inh	3CLpro inhibitor	Rv3671c inh	CCHF vOTU inh	SSB-PriA inh	Yp Topo-I inh
CC1Cc2ccccc2N1S(=O)(=O)c1cccs1 (stereo unspecified)
→ -1.7	5.0	nt	-13.2	1.4	-1.4	-7.4	8.2	-5.4	-4.1
COc1ccc(C(=O)c2c3ccc(OC)cc3[n+]([O-])n2Cc2ccc(C(N)=O)cc2)cc1
→ -0.6	nt	1.3	-1.0	-12.8	nt	-8.3	7.1	15.6	12.2
CCOC(=O)C(C)On1c(-c2cccc(Cl)c2)nc2ccc([N+](=O)[O-])cc21 (stereo unspecified)
→ -0.1	33.8	nt	-1.2	-6.1	-2.2	-24.1	3.6	12.5	4.4
Cc1cc(NC(=O)CSc2nnc(Nc3ccccc3)s2)no1
→ 0.6	2.0	nt	-14.0	-3.2	-1.0	-0.6	-0.8	-6.5	-10.7
Cc1ccc(S(N)(=O)=O)cc1NC(=O)C1CC2CCC1C2 (stereo unspecified)
→ -0.6	21.9	1.5	-2.8	5.6	2.9	5.1	2.6	4.3	-5.7
O=C(CNC(=O)C1CCCCC1)OCC(=O)c1ccc(F)cc1
→ i	nt	3.1	3.3	3.1	nt	-2.4	8.4	-9.2	15.0
O=C(c1ccccc1NS(=O)(=O)c1cccc2cccnc12)N1CCOCC1
→ i	-5.2	1.1	13.2	-5.5	2.6	3.5	15.8	-9.0	2.5
CC(CN1CCCCC1)OC(=O)c1ccc(Cl)cc1Cl (stereo unspecified)
→ -0.3	1.8	nt	2.1	5.0	-4.6	-4.7	-15.3	-4.3	1.2
O=C1NC(=S)N/C1=C/c1cccc2ccccc12
→ i	27.1	0.7	5.9	-8.8	-2.6	-8.2	16.0	4.3	-5.0
C=CCn1c(O)c(C(C)=Nc2cccc(C(F)(F)F)c2)c(=O)[nH]c1=O
→ -0.8	0.4	1.5	-4.8	-4.9	3.5	-0.3	-5.1	-15.7	-0.3
O=C(c1ccco1)N1CCN(C(=O)c2ccccc2OC(=O)C23CC4CC(CC(C4)C2)C3)CC1
→ 2.6	29.9	nt	0.8	8.8	9.3	nt	-7.0	1.5	31.8
Cc1ccc(C)c(OC(=O)c2cncc(Br)c2)c1
→ -0.3	-4.8	-1.7	2.6	7.1	0.7	2.8	3.8	-26.7	10.7
CCOCCn1ccc2c(OCC(=O)NCc3ccccc3)cccc2c1=O
→ 2.0	nt	-0.5	5.8	4.7	nt	-6.2	-7.7	-7.8	-11.1
COC(=O)C(=C/C(C)=C/c1cccs1)C(=O)OC
→ -0.2	11.1	1.9	0.3	6.3	4.5	-3.3	8.3	-6.0	12.3
CCCCN(C(=O)CC1CCCC1)c1c(N)n(CCCC)c(=O)[nH]c1=O
→ -0.3	nt	0.0	0.0	3.2	nt	-7.5	3.2	-9.1	1.7
COc1ccc(-c2cc(C(=O)N/N=C/c3ccc(OC)c(COCC(F)(F)C(F)F)c3)c3ccccc3n2)c(OC)c1
→ -6.0	-3.4	nt	-11.9	7.4	8.1	-59.5	16.9	nt	3.1
CCOc1cc(C(=S)N2CCCC2)ccc1O
→ -0.2	9.4	2.1	2.4	-1.6	8.4	-3.8	-12.1	-2.9	5.4
Cc1ccc(Nc2nnc(SCC3CCCCO3)s2)cc1 (stereo unspecified)
→ -0.1	4.7	nt	0.9	9.6	2.9	-0.6	-1.5	-11.1	14.1
C=CCc1c(C)[nH]c2c(OC)cccc2c1=S
→ -0.3	25.1	0.5	6.7	-14.9	1.3	-3.8	-12.2	-8.5	-1.5
CCCCN(C)c1c(C)nc2ccc(C(=O)NCc3cccs3)cn12
→ -0.3	nt	17.8*	nt	-6.2	nt	nt	5.2	nt	19.8
C[C@@]12C(=O)N(c3ccc(Cl)cc3)C(=O)N1[C@@H]1c3ccccc3OC[C@@H]1[C@H]2c1ccccc1
→ -0.7	nt	-0.5	4.5	10.0	nt	-8.7	11.9	5.6	4.5
CCOC(=O)N1CCC(N2Cc3cccc(C(=O)NC(C)c4ccc5c(c4)OCCO5)c3C2=O)CC1 (stereo unspecified)
→ -0.2	33.5	0.7	7.1	2.9	-5.5	-7.3	-5.6	-7.7	24.1
O=Cc1cn(CCC(=O)O)nc1-c1cccc(Br)c1
→ -0.4	26.4	nt	-11.7	-2.8	5.6	6.5	2.3	-5.4	-8.9
O=C(CCN1CCCCCC1)Nc1cccc(Cl)c1
→ -1.7	-2.3	nt	-2.6	9.2	-1.9	-3.9	-3.1	-11.1	0.7
CCN(CC)C(=O)C1CCCN(Cc2nc(-c3cccs3)no2)C1 (stereo unspecified)
→ i	13.4	-0.8	-2.9	13.4	-3.3	-0.8	3.1	-7.8	1.6
COc1cccc(C(=O)c2ccccc2NC(C)=O)c1
→ i	nt	0.4	6.2	2.4	nt	nt	-2.9	nt	-6.9
COc1ccc(NC(=O)CCC(=O)N2CCC(c3ccccc3)=N2)cc1S(=O)(=O)N1CCCCC1
→ 1.6	nt	0.8	4.9	-1.9	nt	nt	10.7	-15.6	5.3
N#CC1=C(N)Oc2cc(O)c(Cl)cc2C1c1cccnc1 (stereo unspecified)
→ -0.4	7.9	3.8	-24.3	-2.5	-2.4	nt	-7.8	-10.3	-3.7
O=C(/C=C/c1ccco1)NC(=S)Nc1ccccc1
→ -0.4	4.1	0.7	7.2	4.5	1.6	0.5	11.3	-2.8	-0.1
COC(=O)/C(=C\c1ccc([N+](=O)[O-])cc1)NC(=O)c1ccccc1
→ -1.0	nt	1.1	7.6	-22.2	nt	nt	6.6	3.2	-0.4
COc1ccc(C#CC2=CC(=O)CC(C)(C)C2)cc1
→ i	nt	-7.9	4.2	0.3	nt	nt	22.6	nt	5.8
O=C(CCN1CCN(c2ccccc2)CC1)Nc1ccc(OCc2ccccc2)cc1
→ 4.0	12.5	6.9	-6.7	-2.0	3.7	5.0	6.2	-8.3	-6.8
CC(=O)NC(c1cccc(F)c1)c1nc(-c2ccc3ccccc3c2)cs1 (stereo unspecified)
→ i	nt	1.6	nt	-0.6	nt	nt	3.0	nt	18.5
Cc1ccc(-n2nc(C(=O)O)nc2-c2ccccc2)cc1
→ -0.5	-9.8	nt	1.3	6.6	-2.3	2.6	2.2	-2.9	-6.2
COc1cc2cnc(-c3ccccc3)c(-c3ccc(C(F)(F)F)cc3)c2cc1OC
→ i	nt	1.1	-7.1	0.6	nt	-2.2	6.7	-1.9	22.1
Cc1cc(C)cc(N(C(=O)c2ccco2)C(C(=O)NC2CCCC2)c2ccncc2)c1 (stereo unspecified)
→ -0.3	11.8	0.2	-3.5	-4.9	-3.9	-3.8	2.7	-4.6	-2.6
CCC(=O)c1ccc(OCC(O)CN(C)C2CCCCC2)cc1 (stereo unspecified)
→ i	2.4	nt	14.6	-5.2	-2.4	0.4	4.3	-6.1	-6.0
CCCn1c(=O)c(C(=O)Nc2ncccc2O)c(O)c2ccccc21
→ -0.2	1.0	-0.9	-3.3	0.2	3.4	nt	-5.9	-9.1	-4.0
O=C1OCC/C1=C\c1ccccc1O
→ i	6.4	nt	5.1	-4.3	-5.5	-0.6	6.3	-6.3	-1.7
Clc1ccc(C2=NNC(=NCc3ccc4c(c3)OCO4)SC2)cc1
→ 2.6	21.9	-9.9	-2.1	8.8	-0.4	-11.9	0.3	18.3	-3.1
C=CCn1c(SCc2nc3cc(C(=O)OC)ccc3c(=O)[nH]2)nc2sc(CC)cc2c1=O
→ -0.5	-4.1	0.9	-4.1	5.5	5.9	-3.3	10.6	7.5	3.3
O=C(Nc1nnc(COc2ccccc2)s1)Nc1ccccc1F
→ -0.9	10.0	0.8	-3.6	3.2	-0.1	-1.6	1.8	5.4	-6.1
O=c1[nH][nH]c(-c2ccccc2)c1-c1ccccc1
→ -3.3	nt	3.4	0.2	1.7	nt	nt	11.1	-7.2	5.1
CN(C(=O)c1ccc2c(c1)OCO2)C1(C)CCS(=O)(=O)C1 (stereo unspecified)
→ i	nt	0.6	-8.8	-7.2	nt	-4.6	-12.0	-7.6	-4.6
COc1cccc(C(=O)N2CCCc3ccccc32)c1OC
→ i	nt	0.9	2.7	5.8	nt	nt	1.2	nt	1.2
COc1cc(SC#N)ccc1N=Cc1c(C)[nH]n(-c2ccc(C)cc2)c1=O
→ 2.1	11.9	nt	9.7	8.2	4.1	-5.6	-2.7	19.9	19.1
CCOC(=O)CCC(=O)NCc1ccc2c(c1)cc(C)n2C
→ -0.2	-4.6	nt	1.2	-13.5	-1.6	-13.5	-4.8	-10.0&6.0&-4.9	6.0
COc1ccc(N(C(=O)c2ccco2)S(=O)(=O)c2ccccc2)cc1
→ i	14.0	nt	1.5	2.3	-4.0	3.1	-5.8	-2.4	4.9
CCCCNC(=O)O[C@@H]1C[C@H]2CCCC(=O)N3CC[C@@H](C1)[C@@H]23
→ 1.2	12.7	0.3	1.9	-0.7	-8.6	2.9	-2.8	-4.4	2.9
CCC(=O)N1CCN(c2nc(-c3ccccc3)c3c(c2C#N)CCCC3)CC1
→ i	7.9	0.7	-2.4	-6.5	7.2	-3.9	-6.5	-5.9	21.4
COc1ccc2[nH]c3c(c2c1)CCN1C(=O)C(CC(=O)NC(C)(C)C)C[C@H](C(=O)N2CCOCC2)[C@@]31CCC1CCCC1 (stereo partly specified)
→ i	nt	2.6	-2.0	9.1	nt	nt	6.3	-1.1	17.3
CC(=O)CC1=NC(C)(C)Cc2ccccc21
→ 1.2	-6.8	-0.6	1.1	8.1	2.9	1.4	2.9	-4.2	0.8
Cn1c(N2CCN(C(c3ccccc3)c3ccccc3)CC2)nc2ccccc21
→ 0.1	21.0	0.5	3.7	5.8	3.9	-6.0	-5.8	-3.2	-10.6
Cc1oc(-c2ccc(Cl)cc2)nc1CS(=O)CC(=O)NC(C)c1ccccc1 (stereo unspecified)
→ 1.5	2.3	-1.0	-0.7	5.7	-2.1	13.0	-1.8	-20.9	17.6
CCNC(=O)/C(=C\c1ccc2c(c1)OCO2)NC(=O)c1ccc(Br)cc1
→ -0.3	20.2	nt	8.1	1.6	-0.7	6.6	-7.4	-9.0	8.9
CC(CCc1ccccc1)NC(=O)COC(=O)c1cccc(N(C)C)c1 (stereo unspecified)
→ i	14.1	1.0	3.5	-4.0	2.2	5.8	10.9	-3.6	35.9
O=C(c1cccc(S(=O)(=O)N2CCN(c3ccc(F)cc3)CC2)c1)N1CCN(c2ccccc2O)CC1
→ 0.5	nt	-0.1	-12.2	7.3	nt	nt	5.7	12.6	-8.9
Cn1c(NCc2c(O)ccc3ccccc23)nc2ccccc21
→ -0.7	24.3	nt	34.1	-8.9	4.0	0.7	0.4	16.5	-3.5

Reprinted at random: two entries already listed, in no set order.
Each structure is followed by: Vc quorum ag	VHR inh abs	TcdB inh	MazF activator	PrPC surface inh	3CLpro inhibitor	Rv3671c inh	CCHF vOTU inh	SSB-PriA inh	Yp Topo-I inh
CCNC(=O)/C(=C\c1ccc2c(c1)OCO2)NC(=O)c1ccc(Br)cc1
→ -0.3	20.2	nt	8.1	1.6	-0.7	6.6	-7.4	-9.0	8.9
COc1ccc2[nH]c3c(c2c1)CCN1C(=O)C(CC(=O)NC(C)(C)C)C[C@H](C(=O)N2CCOCC2)[C@@]31CCC1CCCC1 (stereo partly specified)
→ i	nt	2.6	-2.0	9.1	nt	nt	6.3	-1.1	17.3

Some entries already given with just Vc quorum ag, Rv3671c inh and TcdB inh:
Structure,Vc quorum ag,Rv3671c inh,TcdB inh
CC(=O)CC1=NC(C)(C)Cc2ccccc21,1.2,1.4,-0.6
CCOC(=O)CCC(=O)NCc1ccc2c(c1)cc(C)n2C,-0.2,-13.5,nt
CCNC(=O)/C(=C\c1ccc2c(c1)OCO2)NC(=O)c1ccc(Br)cc1,-0.3,6.6,nt
C=CCn1c(SCc2nc3cc(C(=O)OC)ccc3c(=O)[nH]2)nc2sc(CC)cc2c1=O,-0.5,-3.3,0.9
CC(CCc1ccccc1)NC(=O)COC(=O)c1cccc(N(C)C)c1 (stereo unspecified),i,5.8,1.0
